Integrin act MD – activates integrin-mediated alleviation for muscular dystrophy. Potency, µM (series often up to 38.3 µM), for inactives: top-dose activation, actives largely listed as activators. hit rate 0.064% among 350,000. alpha7betagal myoblasts, beta-gal FDG fluorescence, 48 h. AID 624291;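 note: potency is the fitted concentration of half-maximal effect; 100% = response of the positive control SU9516; nearly all actives have a fitted effect of over 60% in size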
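Alpha7betagal+/- myoblasts (passage 13) were plated 16-24 hr, then exposed to compounds (1:260 dilution of DMSO stock) for 48 hours at 37C. After MPER lysis, β-galactosidase reporter activity was read as FDG fluorescence (ex 480/em 540) after 30 minutes.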
PTAP TSG101 blk – blocks PTAP/TSG101 interaction to inhibit HIV-1 budding. Q99816. Fluorescence polarization, FITC-PTAP peptide / Tsg101 binding. Potency, µM (top dose mostly 115 µM), for inactives: at the highest dose activity change, negative = inhibition, usual class: inhibitors. 340,000 tested, under 10 active; active = well fitted inhibition curve with a large enough effect in the main read-out, with a control signal flat, not every such curve was filed as active; inconclusive = small, poorly fitted or top-dose-only effect, or effect the other way, or a change in a side signal; inactive = no such curve, though single readings can be large or run the other way; note: potency is the fitted concentration of half-maximal effect; % of control where 0% means no effect
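Steps: Tsg101 binding domain dispensed (10 uM final), compounds pinned in DMSO, FITC-labeled PTAP-motif peptide added (50 nM final); after 20 min binding at room temperature, polarization measured.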
A-T KAP1 phos – potential ataxia-telangiectasia treatments restoring KAP-1 phosphorylation; hit rate 0.19% among 320,000; AID 485349; […] A-T fibroblasts, KAP-1 phosphorylation AlphaLISA; neocarzinostatin DNA damage 30 min before lysis; Potency, µM (titrated, usually from 57.5 µM), without a hit: at the top dose activation, hits mostly activators; note: potency is the fitted concentration of half-maximal effect; % of control where 0% means no effect; nearly all actives have a fitted effect of over 45% in size
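hTERT-immortalized A-T patient fibroblasts ([…]), 500 cells/well in OPTI-MEM, 1% FBS, got compounds for 60 min, then NCS for 30 min at 37C. Lysates were then assayed for phospho-KAP-1 by AlphaLISA (anti-pKAP1 donor, anti-KAP1 acceptor beads), 6 hr at 25C.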
BRCA1 expr up – BRCA1 expression activation; AID 624202; Potency, µM (titrated, usually from 46.1 µM), without a hit: at the highest dose activation, most hits filed as activators; MCF7-BRCA1-FFLuc reporter, luminescence, 48 h; response scale: scaled: vehicle 0%, 10 µM genistein 100%; hit rate 1.1% among 380,000; note: potency is the fitted concentration of half-maximal effect; nearly all actives have a fitted effect of over 80% in size; some results filed as inactive show a strong effect at the top dose
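Reporter cells (MCF7, BRCA1 promoter-firefly luciferase) received library compounds across a concentration series for 48 h. End-point luminescence was measured and concentration-effect curves derived after normalization.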
TRPV1 agonist – human TRPV1 agonism; Q8NER1; TRPV1-expressing cells, Fluo-8 calcium influx, agonist mode; activation, % at 8.33 µM; hit rate 0.19% among 320,000; AID 540275; in the data active = activation above about 80%; inconclusive = between about 30% and that limit; note: 0% is about no effect
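TRPV1-expressing cells were cultured overnight at 35.5C and loaded with Fluo-8 calcium dye for 40 to 90 min at room temperature. After a 10 s baseline, compound was added and calcium influx was read kinetically for 3 min (ex 480/em 520 nm).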
TCR activator – activators of T cell receptors; Potency, µM (doses to about 9.22 µM), inactives show top-dose activation of IL-2 secretion, hits mostly activators; primary human leukocytes, anti-CD3, IL-2 HTRF, 48 h; 330,000 tested, under 10 active; AID 504894; note: % of control where 0% means no effect
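48 hr co-incubation of compounds, a-CD3 beads and primary human leukocytes; IL-2 quantified homogeneously by HTRF with anti-IL-2 K and d2 conjugates.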
ELG1 DNA repair – blocks ELG1-dependent DNA repair in HEK293T cells. AID 504467. hit rate 2.3% among 330,000. HEK293T ELG1-luciferase reporter, luminescence, 16 h; DNA damage induced by 5-fluorouridine. Potency, µM (titrated, usually from 46.1 µM), inactives show top-dose activity change, negative = inhibition, hits mostly inhibitors; note: potency is the fitted concentration of half-maximal effect; % is set by controls: 0 for no effect and ±100 for the full control effect; nearly all actives have a fitted effect of over 55% in size
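Reporter activity after DNA damage by 5-fluorouridine is monitored. Compound-treated cells incubate 16 hr at 37 °C, then ONE-Glo is added for 30 min before luminescence reading.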
p53 reactivation – mutant p53 re-activation in reporter cells; H1299 p53-A138V BP100-luciferase reporter, luminescence, 24 h; hit rate 0.063% among 320,000; Potency, µM (top dose mostly 92.2 µM), inactives show top-dose activity change, positive = activation, usual class: activators; AID 504706; note: potency is the fitted concentration of half-maximal effect; % of control where 0% means no effect; nearly all actives have a fitted effect of over 45% in size
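H1299 (p53-null), stable ts p53-A138V + BP100-Luc; 1000 cells/well, Opti-MEM/10% FBS; cpd 4 pt, 1:5; 24 h, 37 deg C, 5% CO2; detection reagent 10 min RT; luminescence.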
B2AR arrestin – agonists driving beta-arrestin recruitment to human beta2-adrenergic receptor; P07550; beta-arrestin recruitment to beta2AR, cell-based reporter; Potency, µM (top dose mostly 46.1 µM), without a hit: at the top dose activation, usual class: activators; hit rate 0.02% among 330,000;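 note: potency is the fitted concentration of half-maximal effect; 0% = DMSO controls and full agonism = EC100 isoproterenol or metaproterenol; nearly all actives have a fitted effect of over 65% in size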
MLL CXXC-DNA inh – MLL CXXC-DNA interaction inhibition. AID 2662. Q03164. Potency, µM (top dose mostly 115 µM), for inactives: top-dose activity change, negative = inhibition, hits mostly inhibitors. MLL-CXXC / FITC-HOXA9 DNA fluorescence polarization. hit rate 0.037% among 290,000; active = well fitted inhibition curve with a large enough effect in the polarisation, with a control signal flat, not every such curve was filed as active; inconclusive = small, poorly fitted or top-dose-only effect, or effect the other way, or a change in a side signal; inactive = no such curve, though single readings can be large or run the other way; the % refers to the polarisation; note: potency is the fitted concentration of half-maximal effect
Target sequence (Q03164 whole entry, looked up): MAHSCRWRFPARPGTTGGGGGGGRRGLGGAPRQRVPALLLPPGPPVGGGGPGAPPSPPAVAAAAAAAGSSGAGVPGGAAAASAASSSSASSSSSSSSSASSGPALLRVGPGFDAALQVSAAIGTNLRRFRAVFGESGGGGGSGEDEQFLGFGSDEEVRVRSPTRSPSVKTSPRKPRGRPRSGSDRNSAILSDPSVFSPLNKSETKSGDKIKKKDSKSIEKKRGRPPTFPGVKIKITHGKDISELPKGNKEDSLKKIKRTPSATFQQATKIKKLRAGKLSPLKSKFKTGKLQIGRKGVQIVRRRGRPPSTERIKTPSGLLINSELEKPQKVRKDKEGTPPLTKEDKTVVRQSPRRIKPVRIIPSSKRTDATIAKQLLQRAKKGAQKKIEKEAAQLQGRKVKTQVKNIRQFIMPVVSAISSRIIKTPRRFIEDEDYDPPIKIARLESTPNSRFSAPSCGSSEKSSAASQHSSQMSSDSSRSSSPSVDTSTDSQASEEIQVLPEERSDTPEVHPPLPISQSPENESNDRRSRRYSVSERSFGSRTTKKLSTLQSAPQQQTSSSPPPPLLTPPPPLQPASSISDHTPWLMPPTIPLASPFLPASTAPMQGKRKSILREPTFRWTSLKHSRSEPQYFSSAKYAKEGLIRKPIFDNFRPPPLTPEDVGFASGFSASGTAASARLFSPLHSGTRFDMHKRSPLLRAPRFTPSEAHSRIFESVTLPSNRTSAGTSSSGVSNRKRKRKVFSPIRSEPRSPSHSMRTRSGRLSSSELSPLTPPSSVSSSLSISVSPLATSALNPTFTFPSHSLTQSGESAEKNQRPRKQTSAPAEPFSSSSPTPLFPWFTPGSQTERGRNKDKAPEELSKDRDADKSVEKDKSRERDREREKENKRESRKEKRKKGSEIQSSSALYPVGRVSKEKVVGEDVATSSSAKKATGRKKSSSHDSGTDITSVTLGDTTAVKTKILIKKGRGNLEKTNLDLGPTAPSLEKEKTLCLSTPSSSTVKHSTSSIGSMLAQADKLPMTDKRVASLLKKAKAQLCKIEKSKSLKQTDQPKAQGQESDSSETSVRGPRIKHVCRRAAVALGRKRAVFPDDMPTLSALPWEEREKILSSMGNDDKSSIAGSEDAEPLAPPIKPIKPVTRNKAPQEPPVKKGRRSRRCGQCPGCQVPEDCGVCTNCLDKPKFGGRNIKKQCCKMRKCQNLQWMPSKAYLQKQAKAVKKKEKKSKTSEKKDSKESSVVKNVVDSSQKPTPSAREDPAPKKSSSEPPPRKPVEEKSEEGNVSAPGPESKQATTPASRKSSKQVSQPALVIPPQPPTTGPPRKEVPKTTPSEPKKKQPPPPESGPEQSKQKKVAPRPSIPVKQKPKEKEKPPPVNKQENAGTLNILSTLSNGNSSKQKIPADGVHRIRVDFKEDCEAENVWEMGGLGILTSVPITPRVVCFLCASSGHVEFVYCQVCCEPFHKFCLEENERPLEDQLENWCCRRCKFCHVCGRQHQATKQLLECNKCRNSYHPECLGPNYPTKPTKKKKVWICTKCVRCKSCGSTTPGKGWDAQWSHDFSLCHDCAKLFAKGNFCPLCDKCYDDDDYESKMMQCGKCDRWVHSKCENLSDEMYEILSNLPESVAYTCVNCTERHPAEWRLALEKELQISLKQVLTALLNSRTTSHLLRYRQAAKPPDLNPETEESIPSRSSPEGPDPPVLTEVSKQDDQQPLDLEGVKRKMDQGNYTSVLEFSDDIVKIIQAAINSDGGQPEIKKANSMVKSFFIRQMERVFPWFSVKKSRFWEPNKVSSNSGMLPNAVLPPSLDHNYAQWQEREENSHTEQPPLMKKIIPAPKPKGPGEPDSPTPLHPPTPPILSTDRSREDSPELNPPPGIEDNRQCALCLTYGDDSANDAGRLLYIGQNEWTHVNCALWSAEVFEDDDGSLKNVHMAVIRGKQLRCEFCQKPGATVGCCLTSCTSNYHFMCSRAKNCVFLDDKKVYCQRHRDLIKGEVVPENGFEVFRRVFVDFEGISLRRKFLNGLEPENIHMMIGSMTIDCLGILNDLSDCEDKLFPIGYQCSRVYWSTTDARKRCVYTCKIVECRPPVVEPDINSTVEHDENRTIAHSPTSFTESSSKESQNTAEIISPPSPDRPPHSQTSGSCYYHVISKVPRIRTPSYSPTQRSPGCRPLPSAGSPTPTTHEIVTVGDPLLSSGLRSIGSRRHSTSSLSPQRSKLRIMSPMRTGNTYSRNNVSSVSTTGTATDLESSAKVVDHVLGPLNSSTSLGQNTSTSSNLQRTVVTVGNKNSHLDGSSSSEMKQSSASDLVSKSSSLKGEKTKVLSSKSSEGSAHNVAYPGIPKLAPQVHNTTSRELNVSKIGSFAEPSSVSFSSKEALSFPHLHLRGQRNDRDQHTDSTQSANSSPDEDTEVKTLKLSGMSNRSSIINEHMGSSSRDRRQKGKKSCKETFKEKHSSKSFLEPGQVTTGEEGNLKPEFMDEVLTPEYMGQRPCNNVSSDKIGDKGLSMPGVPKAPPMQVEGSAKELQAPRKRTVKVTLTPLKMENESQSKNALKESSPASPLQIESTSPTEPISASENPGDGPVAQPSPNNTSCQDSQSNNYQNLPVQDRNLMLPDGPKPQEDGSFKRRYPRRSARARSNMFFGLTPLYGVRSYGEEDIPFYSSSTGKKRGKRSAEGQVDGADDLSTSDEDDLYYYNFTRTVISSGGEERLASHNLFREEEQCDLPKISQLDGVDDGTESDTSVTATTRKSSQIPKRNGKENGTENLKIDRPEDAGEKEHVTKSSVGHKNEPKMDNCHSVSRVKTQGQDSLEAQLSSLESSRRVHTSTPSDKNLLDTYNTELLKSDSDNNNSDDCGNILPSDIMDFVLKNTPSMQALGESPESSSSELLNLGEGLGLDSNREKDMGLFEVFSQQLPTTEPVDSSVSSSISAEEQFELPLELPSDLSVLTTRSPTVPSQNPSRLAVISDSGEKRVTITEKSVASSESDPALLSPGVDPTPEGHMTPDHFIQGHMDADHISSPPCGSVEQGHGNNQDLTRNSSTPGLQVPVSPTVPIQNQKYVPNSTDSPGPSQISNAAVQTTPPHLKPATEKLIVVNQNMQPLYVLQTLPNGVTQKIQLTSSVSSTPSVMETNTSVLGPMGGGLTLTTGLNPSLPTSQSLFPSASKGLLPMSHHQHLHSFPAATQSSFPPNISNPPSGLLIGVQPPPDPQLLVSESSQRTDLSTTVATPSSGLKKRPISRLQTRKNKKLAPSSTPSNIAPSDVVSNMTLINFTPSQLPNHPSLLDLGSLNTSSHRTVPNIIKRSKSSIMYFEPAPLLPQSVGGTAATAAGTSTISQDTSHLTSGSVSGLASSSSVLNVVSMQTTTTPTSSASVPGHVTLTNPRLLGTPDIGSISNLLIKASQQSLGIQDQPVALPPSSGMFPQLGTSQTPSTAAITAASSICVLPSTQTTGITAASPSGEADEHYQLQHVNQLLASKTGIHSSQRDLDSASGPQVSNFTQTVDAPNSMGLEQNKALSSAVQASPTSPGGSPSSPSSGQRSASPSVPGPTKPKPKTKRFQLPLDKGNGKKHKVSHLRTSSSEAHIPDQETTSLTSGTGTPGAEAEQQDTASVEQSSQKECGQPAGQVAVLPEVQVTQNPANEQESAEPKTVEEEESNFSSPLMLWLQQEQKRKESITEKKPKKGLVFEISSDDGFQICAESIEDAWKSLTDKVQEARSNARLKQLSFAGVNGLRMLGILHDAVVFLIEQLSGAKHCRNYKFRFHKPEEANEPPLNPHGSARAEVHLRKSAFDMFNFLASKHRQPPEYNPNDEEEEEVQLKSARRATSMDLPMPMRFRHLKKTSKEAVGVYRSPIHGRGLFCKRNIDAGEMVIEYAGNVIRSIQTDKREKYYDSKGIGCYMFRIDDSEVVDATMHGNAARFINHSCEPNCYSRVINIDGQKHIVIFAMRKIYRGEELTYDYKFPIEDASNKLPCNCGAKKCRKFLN
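Fluorescence polarization: 7 uM MLL-CXXC (stock) preincubated 5 min with compounds, then 50 nM fluorescein-HOX-A9 DNA (stock) added; 30 min ambient. Buffer 50 mM Tris-HCl pH 7.5, 50 mM NaCl, 1 mM DTT, 0.05% BSA.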
* hit, by the source's call; u = inconclusive; x = no result given; [ ] = dose if it differs, or a comment. Unless noted, calls come from the whole dose curve; as a rule, active = well fitted curve in the direction sought with a large enough effect; inconclusive = small, poorly fitted or top-dose-only effect, or another doubt; inactive = no such curve, though single readings can be large; an effect the other way counts as inactive or inconclusive.

SMILES	Integrin act MD	PTAP TSG101 blk	A-T KAP1 phos	BRCA1 expr up	TRPV1 agonist	TCR activator	ELG1 DNA repair	p53 reactivation	B2AR arrestin	MLL CXXC-DNA inh
NC(=O)c1nsc(C(=O)N(CCCN2CCOCC2)C(C(=O)NC2CCCCC2)c2ccc(Cl)cc2)c1N (stereo unspecified)	12%	-1%	-5%	-19%	19	1%	6%	-5%	-0.9%	2%
Cc1cccc(NC(=O)c2cccc(Cn3cc(Br)c([N+](=O)[O-])n3)c2)c1C	4%	0%	14%	-38%	u	1%	u	0%	-0.9%	-2%
CCNC(=O)COC(=O)c1cc(S(=O)(=O)N2CCCc3ccccc32)ccc1Cl	-20%	-11%	-6%	7%	5	2%	-3%	-1%	0.5%	-2%
CCc1ccccc1N(CC(=O)NC(C)c1ccccc1)S(C)(=O)=O (stereo unspecified)	u	-5%	2%	-1%	-1	-20%	3%	u	0.4%	3%
O=C(NCc1cccs1)C1CCCN1C(=O)Nc1ccccc1[N+](=O)[O-] (stereo unspecified)	-18%	-3%	-1%	-5%	4	2%	0%	7%	-0.6%	-13%
CCn1nnnc1SCC(=O)NCc1ccco1	21%	-9%	2%	-2%	2	x	11%	-4%	-0.5%	-2%
CCOC(CNC(=O)c1ccc2c(c1)nc(C)n2-c1cccc(F)c1)OCC	7%	x	3%	8%	0	-3%[46.1 µM]	-7%	-6%	-1.3%	-3%
CCN1CCN(C(=O)c2ccc3c(c2)N(Cc2ccc(C)cc2)CCS3)CC1	-22%	-4%	1%	-26%	10	2%	-15%	-15%	0.2%	9%
N=c1oc2cc(O)ccc2cc1C(=O)Nc1ccccn1	x	x	3%	x	0	x	8%	9%	-0.1%	u
O=C1NC(=O)C(Cc2ccccc2)(c2cccnc2)N1 (stereo unspecified)	9%	-5%	-5%	3%	-1	1%	2%	0%	-0.6%	-14%
Cc1cc(C)c(C#N)c(OCC(=O)c2ccccc2)n1	-26%	-10%	12%	-9%	-3	-2%	28%	4%	-0.9%	4%
Cc1ccc(NC(=O)C2CC(=O)n3c(nc4ccccc43)N2)cc1C (stereo unspecified)	5%	-7%	4%	0%	-2	8%	u	-6%	-0.5%	-7%
O=C(CSc1nc(Nc2ccccc2)nc(N2CCOCC2)n1)Nc1cccc([N+](=O)[O-])c1	-2%	0%	-2%	-68%	-1	-1%	21µM*	-5%	0.1%	18%
Clc1ccc(OCc2nnc3n2N=C(c2ccc4c(c2)OCCO4)CS3)c(Cl)c1	-24%	-8%	-3%	12%[1.84 µM]	29	-2%	u	1%	-0.8%	13%
COc1ccc(-c2n[nH]c(=S)nc2-c2ccc(OC)cc2)cc1	-25%	-12%	-23%	-27%	-2	-2%	4%	-2%	-0.3%	28%
O=C(CNC(=O)c1ccccc1)N/N=C/c1ccc([N+](=O)[O-])s1	-64%[inhibitor]	-1%	2%	-87%	-4	-2%	6.5µM*	18%	-0.3%	-3%
CC1CCN(S(=O)(=O)c2ccc3c(c2)N(CC(=O)NCCN2C(C)CCCC2C)C(=O)CS3)CC1 (stereo unspecified)	u	1%	2%	-2%	0	-3%	1%	-8%	0.3%	-7%
NNc1nc(-c2ccccc2)cc(-c2ccc(Br)cc2)n1	u	0%	1%	1%	30	1%	14%	x	4.5%	20%
COc1cc(C(=O)N[C@@H](C)C(=O)N2CCC3(CC2)NCCc2[nH]cnc23)cc(OC)c1OC	40%	-4%	0%	0%	0	8%	14%	3%	-1.2%	8%
CC(=O)c1cccc(NC(=O)C(C)N(C)CC(=O)Nc2ccc(Cl)cc2)c1 (stereo unspecified)	5%	-1%	7%	0%	8	4%	u	-7%	-0.3%	-3%
COc1ccc(C(=O)N[C@H](C(=O)OCc2cc(=O)oc3cc(C)ccc23)C(C)C)cc1	1%	-4%	4%	-11%	1	1%[46.1 µM]	u	1%	-0.3%	3%
Cc1ccccc1NC(=O)C1CCCN(S(=O)(=O)c2c(C)noc2C)C1 (stereo unspecified)	-21%	-6%	2%	-15%	-1	-15%	-9%	-15%	-0.5%	-9%
c1ccc(Cc2nnc3n2N=C(c2ccccc2)CS3)cc1	20%	-2%	1%	-40%	-6	x	u	-6%	-0.4%	-11%
Cc1cc(=O)[nH]n(CCO)c1=O	23%	-3%	3%	0%	3	1%	-3%	-4%	0.2%	-3%
CCOc1cc(C)c(S(=O)(=O)NCc2ccccn2)cc1C	-15%	-3%	0%	1%	2	10%	7%	4%	-0.9%	13%

Going on with the list:
SMILES	Integrin act MD	PTAP TSG101 blk	A-T KAP1 phos	BRCA1 expr up	TRPV1 agonist	TCR activator	ELG1 DNA repair	p53 reactivation	B2AR arrestin	MLL CXXC-DNA inh
CCOC(=O)NCc1ccc2c(c1)cc(C)n2C	7%	-6%	-2%	14%	-2	-2%	24%	6%	-0.3%	-7%
O=C(COc1ccccc1)N1CCN(C(=O)COc2ccccc2)CC1	3%	-3%	-5%	-2%	16	7%	-2%	0%	0.1%	3%
COC(=O)C(C)(C)ONC(=O)Nc1ccccc1Br	19%	-2%	-3%	0%	5	4%[46.1 µM]	2%	14%	-0.5%	5%
Cc1cccc(OCC(=O)Nc2ccc(N3CCN(C(=O)c4ccccc4)CC3)cc2)c1	-17%	-1%	3%	-28%	-9	2%[46.1 µM]	18µM*	-9%	0.3%	8%
COc1cccc(CN2CCN(Cc3cc(OC)c(OC)c(OC)c3)CC2)c1OC	-22%	-1%	-1%	-45%	0	-3%	-11%	-13%	-1.1%	3%
CN(C(=O)CSc1ncc(C(F)(F)F)cc1Cl)c1c(N)n(Cc2ccccc2)c(=O)[nH]c1=O	70%	0%	6%	9%	1	3%	u	0%	2.5%	1%
O=C(Nc1ccc(N2C(=O)CCC2=O)cc1Cl)c1cccs1	-21%	2%	0%	10%	0	1%	12%	17%	-0.6%	-4%
Cc1cc(C)c(S(=O)(=O)N2CCOC2CNC(=O)C(=O)NCCCN2CCOCC2)c(C)c1 (stereo unspecified)	-12%	-2%	11%	-32%	5	0%	u	1%	-0.6%	-3%
CC(=O)N(Cc1cccs1)Cc1cc2cc(C)c(C)cc2nc1Cl	14%	-3%	4%	4%	9	4%	u	-2%	4.2%	4%
COC(=O)c1ccccc1NC(=O)CCS(=O)(=O)c1ccc(Br)s1	-27%	-4%	2%	-19%	12	5%	-4%	9%	0.1%	13%
O=S(=O)(CCSc1ccccn1)c1nc2ccccc2s1	-55%[inhibitor]	-3%	1%	-54%	18	x	5%	u	0.0%	u
CCc1ccc[n+](-c2nc3ccccc3nc2C(=C=[N-])C#N)c1	3%	-6%	-3%	22%	0	1%	0%	1%	-0.2%	25%
COc1ccc(CN(C)C(=S)Nc2ccc(Cl)cc2)cc1	13%	-6%	-5%	13%	19	-3%	u	-2%	0.2%	7%
CCN1C(=O)/C(=C\N2CCCCCC2)SC1=S	-25%	-1%	-1%	32%	u	0%	u	u	0.1%	-1%
Cc1nc2ccccc2c(=O)n1CCCO	1%	-2%	0%	2%	-4	-3%	-1%	-1%	-0.2%	3%
COc1cccc(NC(=O)N2CCCC2C(=O)Nc2ccc3c(c2)OCO3)c1 (stereo unspecified)	-6%	2%	3%	2%	1	-4%[46.1 µM]	-5%	-1%	-1.0%	6%
COc1cccc(C(=O)Nc2cc(NC(=O)c3cccs3)ccc2C)c1OC	67%	-1%	8%	3%	u	x	16µM*	x	-0.1%	5%
CCOc1ccc(C(=O)O/N=C(\N)c2ccc([N+](=O)[O-])cc2)cc1OCC	26%	0%	-4%	-16%	2	5%[46.1 µM]	3%	0%	-0.2%	10%
COc1ccc(CC(=O)Nc2cccc(-c3nnc(-c4ccccc4)o3)c2)cc1OC	-60%[inhibitor]	-3%	11%	-125%[inhibitor]	-4	x	5µM*	-25%	-0.3%	13%
CCCCCc1cccnc1	13%	-5%	20%	13%	-2	-3%	-21%	1%	-0.6%	-11%
CCC(=O)N1CCc2cc(S(=O)(=O)NCCN3CCC(C)CC3)ccc21	11%	-8%	-2%	0%	-1	8%	0%	-1%	-0.1%	10%
CCOC(=O)c1c2n(c3c(NCc4ccccc4)ncnc13)CCCC2	0%	-2%	3%	-35%	-1	-5%	u	-1%	-0.6%	-6%
NC(=O)C1(N2CCCCC2)CCN(S(=O)(=O)c2cc(Cl)ccc2Cl)CC1	0%	-10%	10%	13%	-1	3%	-4%	-6%	-0.8%	-7%
CCOC(=O)C1=NOC(Cn2cc(C(C)=O)c(=O)[nH]c2=O)C1 (stereo unspecified)	2%	-2%	-7%	14%	-9	-10%	-13%	-2%	-0.2%	5%
CCc1ccc(CN(C)C(=O)C2CCC(=O)N(CC3CCCCC3)C2)cc1 (stereo unspecified)	-43%	-4%	-2%	-6%	u	-4%	10%	14%	0.4%	u
COc1cccc(CNC(=O)COC(=O)C23CC4CC(CC(Cl)(C4)C2)C3)c1	8%	-5%	14%	-9%	x	-3%	13%	2%	-1.0%	x
